# AmpC det inh – Promiscuous and Specific Inhibitors of AmpC Beta-Lactamase (assay with detergent); P00811; purified AmpC, nitrocefin hydrolysis with detergent; Potency, µM (series often up to 28.7 µM), for the others: at the highest dose activity change, negative = inhibition; hit rate 0.09% among 71,000; active means well fitted curve in the direction sought with a large enough effect
# Target sequence (P00811 whole entry, looked up): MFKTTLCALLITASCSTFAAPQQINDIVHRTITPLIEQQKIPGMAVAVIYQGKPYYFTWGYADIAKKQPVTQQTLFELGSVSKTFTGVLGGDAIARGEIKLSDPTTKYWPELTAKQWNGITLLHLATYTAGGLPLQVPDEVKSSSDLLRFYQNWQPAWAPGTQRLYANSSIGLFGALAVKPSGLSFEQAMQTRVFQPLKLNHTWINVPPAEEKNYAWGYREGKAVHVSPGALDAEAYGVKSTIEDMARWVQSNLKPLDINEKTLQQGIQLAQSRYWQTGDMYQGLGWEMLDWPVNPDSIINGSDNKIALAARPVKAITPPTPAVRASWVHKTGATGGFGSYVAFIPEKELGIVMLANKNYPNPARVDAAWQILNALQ
#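 E. coli AmpC (5.3 nM) in 20 mM phosphate pH 7.0 with 0.01% Triton X-100, preincubated 15 min RT with compound; nitrocefin (2 uL of 800 uM stock) hydrolysis followed by 480 nm absorbance every 20 s over 4 min.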
# * marks the source's active call; other numbers are inactive results; [ ] = dose if it differs, or a comment. On the % scale 0 is the no-effect control and ±100 the full control effect; potency means the concentration at half of the fitted maximal effect. Only part of the results is shown, so the mix of outcomes need not match the whole.
SMILES,AmpC det inh
O=C(CN(c1ccc(F)cc1)S(=O)(=O)c1ccc2c(c1)OCCO2)N1CCOCC1,5.9%
O=C(CSc1nc2c(c(=O)[nH]1)CCC2)Nc1cccc(Cl)c1,-0.9%
Cc1nc(-c2ccc(NC(=O)c3cccs3)cc2)cs1,-1.6%
Cc1cc(/C(=N/O)C(C)(C)NO)ccc1Cl,7.2%
CCc1ccccc1N1CCN(S(=O)(=O)c2ccc(F)c(C)c2)CC1,2.9%
CCOC(=O)C1CCN(c2c(N3CCCCCC3)c(=O)c2=O)CC1,5.5%
CC(C)NC(=O)Cn1nnc(-c2cccc(NC(=O)c3ccccc3F)c2)n1,14.5%
CC(C)(C)NC(=O)c1ccccc1-c1nc(-c2ccccc2Cl)no1,-5.7%
CCC(=O)OC1(c2cccc(C)c2)CC(C)N(C)CC1C (stereo unspecified),14.2%
O=C(NCCCN1CCN(c2cccc(Cl)c2)CC1)c1nc(-c2ccncc2)no1,-4.3%
CCOc1cccc(N2C(=O)CC(N3CCC(C(N)=O)(N4CCCCC4)CC3)C2=O)c1 (stereo unspecified),-4.3%
CCCC(=O)Nc1cc(OC)c(OC)cc1C(=O)O,-3.9%
CSc1snc(SCC(N)=O)c1C#N,-3.4%
Cc1ccc(N2CCN(S(=O)(=O)c3ccc(F)c(C)c3)CC2)c(C)c1,-5.0%
O=C(O)CCc1ccc(-c2cccs2)n1CC1CCCO1 (stereo unspecified),-2.5%
COc1cccc2cc(-c3cn4cccc(C)c4n3)c(=O)oc12,-1.6%
CSc1c[n+]2c(n1C)CCC2,7.8%
O=C(O)[C@H]([C@H]1NCCS1)N1Cc2ccccc2C1,-4.4%[5.75 µM]
Cc1ccc(-n2c(C)cc(C(=O)COC(=O)c3c(C)noc3C)c2C)cc1,1.9%
Cc1ccc(C(=O)Nc2ncc3c(n2)CC(c2ccco2)CC3=O)cc1 (stereo unspecified),-1.2%
NS(=O)(=O)c1ccc(NC(=O)Nc2ccccc2F)cc1,-0.7%[5.75 µM]
CS(=O)(=O)N1CCc2cc(S(=O)(=O)N3CCN(Cc4ccc5c(c4)OCO5)CC3)ccc21,-3.4%
Cc1ccccc1NC(=O)c1nc[nH]c1C(=O)NCc1ccccc1,-12.4%
CCCCCCCCCCCCCCCCOC[C@@H](COCC(F)(F)F)OP(=O)(O)OCO,-9.9%
Cc1onc(-c2c(Cl)cccc2Cl)c1C(=O)N1CCc2ccccc21,4.6%
Cc1cc(Nc2ccccc2F)n2ncnc2n1,7.8%
O=C(CSc1ncnc2ccccc12)NCc1ccco1,-5.6%
COc1ccccc1N(CC(=O)Nc1ccccc1C(=O)NC(C)C)S(C)(=O)=O,12.3%
CCOC(=O)c1ccccc1NC(=O)CSc1nccn1C,-3.8%
COc1ccc(Nc2oc(COc3cccc(C)c3)nc2C#N)cc1,-3.5%
CC(C(=O)N(C1CC1)C1(C(=O)Nc2ccccc2)CCCC1)N1C(=O)c2ccccc2C1=O (stereo unspecified),-7.1%
COc1ccc(NC(=O)c2ccco2)cc1NC(=O)c1cccnc1,-1.2%
N#Cc1cc2c(=O)n3ccccc3nc2n(CCCn2ccnc2)c1=N,-2.7%
Cn1cccc1C(=O)N1CCC2(CCCN(c3ccc(-c4ccccc4)cc3)C2)CC1,3.0%
c1ccc(-c2cnc(-c3cccnc3)o2)cc1,2.8%
CN[C@H]1[C@H](C)O[C@@H](O[C@@H]2C/C=C(/C)C/C(C)=C\C=C/CC[C@@H](C)CNC(=O)/C=C\C=C/[C@H]2C)C[C@@H]1O,-1.7%[5.75 µM]
O=C1C2CCC(C(O)C2)N1Cc1ccccc1 (stereo unspecified),-4.9%
CCCCOC(=O)CSc1nc2c(cc1C#N)C(=O)CC(C)(C)C2,2.4%
COCc1c(C(=O)OCC(=O)N2c3ccccc3CC2C)oc2ccccc12 (stereo unspecified),1.7%
COc1ccc(Nc2cc(C(=O)NCCCN3CCN(C)CC3)c3ccccc3n2)cc1OC,-4.0%
CC(C)CNC(=O)c1cccc(NC(=O)C2CCCO2)c1 (stereo unspecified),0.2%
COC(=O)CN(c1ccccc1OC)S(=O)(=O)c1ccccc1,-3.5%
Cc1cc(NC(=O)CCCC(=O)O)nc(C)n1,-3.3%
Cc1nn(-c2ccccc2)c(N2CCCCC2)c1/C=N/O,4.3%
CCCC(=O)NCCc1nc2ccccc2n1CCC,5.4%
S=c1nc(C2CC2)[nH]c2ccccc12,-2.6%
CC(C)NC(=O)NC(=O)COc1cccc2c1OC(C)(C)C2,-4.1%
CCCn1c(SCC(=O)Nc2nnc(C)s2)nnc1-c1ccoc1C,-4.0%
O=C1CNC(=O)N1Cc1ccc(Br)cc1,-2.6%
O=C(c1ccc(CN2CCOCC2)cc1)N1CCC(Cc2ccccc2)CC1,8.8%

# Continued:
SMILES,AmpC det inh
c1ccc(CSc2nnc(NC3=NCCCCC3)s2)cc1,11.0%
Cc1c(C(=O)OC(C)CCN(C)C)oc2ccccc12 (stereo unspecified),0.0%
FC(F)(F)c1ccccc1-c1cc(NCc2cccs2)ncn1,10.6%
Cc1ccc2[nH]c(=O)c(CN(Cc3nnnn3Cc3ccccc3)C3CCCC3)cc2c1,13.8%
CCOC(=O)C(CO)(NC(C)=O)C(=O)OCC,-2.8%
NC(=O)CSc1oc(-c2cccs2)nc1S(=O)(=O)c1ccccc1,-3.9%
c1cn(CCCNC2=NCCCCC2)cn1,-0.2%
COc1ccc2[nH]c(=O)c(CN(C(=O)COc3ccccc3)C(C)C)cc2c1,0.9%
CCCC(=O)Nc1ccccc1N1CCN(C(=O)c2ccccc2)CC1,-7.6%
O=C(NCc1cccs1)c1csc2c1CCCCC2,-4.8%

# Another view of part of the listing above:
SMILES	AmpC det inh
CCCC(=O)NCCc1nc2ccccc2n1CCC	5.4%
S=c1nc(C2CC2)[nH]c2ccccc12	-2.6%
CC(C)NC(=O)NC(=O)COc1cccc2c1OC(C)(C)C2	-4.1%
CCCn1c(SCC(=O)Nc2nnc(C)s2)nnc1-c1ccoc1C	-4.0%
O=C1CNC(=O)N1Cc1ccc(Br)cc1	-2.6%
O=C(c1ccc(CN2CCOCC2)cc1)N1CCC(Cc2ccccc2)CC1	8.8%
c1ccc(CSc2nnc(NC3=NCCCCC3)s2)cc1	11.0%
Cc1c(C(=O)OC(C)CCN(C)C)oc2ccccc12 (stereo unspecified)	0.0%
FC(F)(F)c1ccccc1-c1cc(NCc2cccs2)ncn1	10.6%
Cc1ccc2[nH]c(=O)c(CN(Cc3nnnn3Cc3ccccc3)C3CCCC3)cc2c1	13.8%
CCOC(=O)C(CO)(NC(C)=O)C(=O)OCC	-2.8%
NC(=O)CSc1oc(-c2cccs2)nc1S(=O)(=O)c1ccccc1	-3.9%
c1cn(CCCNC2=NCCCCC2)cn1	-0.2%
COc1ccc2[nH]c(=O)c(CN(C(=O)COc3ccccc3)C(C)C)cc2c1	0.9%
CCCC(=O)Nc1ccccc1N1CCN(C(=O)c2ccccc2)CC1	-7.6%
O=C(NCc1cccs1)c1csc2c1CCCCC2	-4.8%

# Following part
SMILES,AmpC det inh
CN(C)c1nc(SCCOC(=O)Nc2ccccc2)nc(N(C)C)n1,1.4%
C(#Cc1ccccc1)CN1CCN(c2ccccn2)CC1,-4.8%
CN(C(=O)c1ccccn1)c1nnc(-c2ccncc2)s1,8.3%
Cc1nc(NCC2CCCO2)c2nnn(Cc3ccccc3)c2n1 (stereo unspecified),0.6%
Cc1ccnc(NS(=O)(=O)c2ccc(NC(=O)Cc3cccs3)cc2)n1,-3.3%
O=C(Oc1ccccc1)N1CCC2(CC1)CN(Cc1ccncc1)C2,7.2%
O=C(NCc1ccc(F)cc1)c1cccc(S(=O)(=O)N2CCCC2)c1,-2.1%
COC(=O)c1ccc(C2CC(=O)Nc3cc(OC)c(OC)c(OC)c32)cc1 (stereo unspecified),-2.4%
CCOC(=O)N1CCN(C(=O)CSc2cc(C)nc3c(-c4ccccc4OC)c(C)nn23)CC1,6.5%
CC(=O)Nc1cccc(Oc2cc(C#N)c(C#N)cc2N2CCCCCC2)c1,-5.5%
Cn1c(N2CCCCC2)nc2c1c(=O)n(Cc1cccc(Br)c1)c(=O)n2C,10.3%
COc1ccc(C(=O)N2CCCC2)cc1,1.5%
N=C1C(c2ccccc2)=C(O)CN1c1ccccc1N1CCOCC1,1.7%
CC(NC(=O)c1ccc(Cl)cc1)C(=O)N1CCCCC1 (stereo unspecified),11.4%
CN1CCN(CCCBr)CC1,-3.0%[5.75 µM]
Cc1cc(C(=O)Nc2c(C)nn(Cc3ccccc3Cl)c2C)no1,-4.1%
CCCN1C2CCCC1CC(NC(=O)c1ccc(F)cc1)C2 (stereo unspecified),-0.7%
COc1ccc(Cl)cc1C(=O)Nc1nnn(C)n1,10.9%
O=S(=O)(N1CCCCC1)N1CCCN(S(=O)(=O)N2CCCCC2)CC1,-7.6%
COc1cccc(C(=O)Cn2c(=O)n(CC3CCCO3)c(=O)c3ccccc32)c1 (stereo unspecified),-1.9%
Oc1ccc2c3c1O[C@H]1c4c(c5ccccc5n4Cc4ccccc4)C[C@]4(O)[C@H](C2)N(CC2CC2)CC[C@@]314,-1.5%
O=C(Nc1ccc(F)cc1)c1cccc2c1C(=O)N(Cc1ccccn1)C2,24.9%
CCN(C(=O)c1c(-c2ccccc2)noc1C)c1ccccc1,-0.3%
O=C(c1cc(-c2ccccc2O)on1)N1CCc2ccccc2C1,2.2%
Cc1cc(Br)ccc1NC(=O)C1CCCO1 (stereo unspecified),-2.7%
N#Cc1c(NC(=O)c2ccc(Br)o2)n(-c2ccccc2)c2nc3ccccc3nc12,-11.4%
Cc1cccc(NC(=O)CSc2nnc(-c3ccncc3)n2C)c1,11.8%
COc1cc(-c2nc(-c3ccc(NC(=O)c4ccc5c(c4)OCO5)cc3)no2)cc(OC)c1OC,-4.5%
O=C1c2ccccc2C(=O)N1C[C@]1(C(=O)O)NCCS1(=O)=O,-2.8%[5.75 µM]
O=C(NCCN1CCN(Cc2ccccc2)CC1)C1CC(=O)N(C2CCCC2)C1 (stereo unspecified),-2.4%
O=C(NCc1cccnc1)c1cn(-c2ccccc2)nc1-c1cccs1,-2.1%
O=c1c2ccccc2nc(CSc2ncnc3nc[nH]c23)n1-c1ccccc1,8.2%
COc1cccc(OCC(=O)Nc2ccccc2C(N)=O)c1,-3.3%
COc1ccc(NC(=O)c2c(F)c(F)c(F)c(F)c2F)cc1Cl,-4.7%
O=C(NCCCNC(=O)NC1CCCCC1)NC1CCCCC1,-1.9%
CCCC(=O)c1cc(F)c(N2CCN(C(=O)OCC)CC2)cc1C,7.3%
CC(=O)NC1CC2CCCC(C1)N2CC(=O)Nc1ccccc1 (stereo unspecified),0.3%
CCOc1ccc(S(=O)(=O)N(CC(=O)O)c2ccccc2)cc1,0.8%
Cc1ccc(NCCNc2ccc(C)cc2)cc1,7.5%
O=C(CCn1c(=O)oc2ccccc21)N1CCN(c2ccccc2Cl)CC1,0.5%

# Exported with tabs: part of the list above.
mol	AmpC det inh
O=c1c2ccccc2nc(CSc2ncnc3nc[nH]c23)n1-c1ccccc1	8.2%
COc1cccc(OCC(=O)Nc2ccccc2C(N)=O)c1	-3.3%

# (next part)
SMILES,AmpC det inh
Cc1cc(NC(=O)CC23CC4CC(C2)CC(CC(=O)Nc2cc(C)on2)(C4)C3)no1,-4.8%
COc1ccccc1NC(=O)CCSc1nnnn1C,-2.0%
Cc1cccc(C(=O)Nc2ncc(CN3CCOCC3)s2)c1,-3.0%
CCOCCCNC(=O)C(c1ccc(C)cc1)N(Cc1ccc2c(c1)OCO2)C(=O)CNC(C)=O (stereo unspecified),-5.2%
CC(C(N)=O)N1CC(c2ccccc2)CC1=O (stereo unspecified),0.4%
Clc1ccc(-c2nnc(-c3ccccc3Cl)o2)cc1,-3.8%
CN(C)C=Nc1nonc1-c1ncn[nH]1,0.0%
Cc1ccc(S(=O)(=O)CCc2nnc(NC(=O)c3ccccn3)s2)cc1,-1.8%
O=C(OCCCC(=O)N1CCOCC1)c1ccccc1,-3.4%
COc1ccc(C(=O)COc2ccc(NC(C)=O)cc2)cc1,-3.7%
COc1ccc(OCc2nc(N)nc(Nc3cccc(C)c3C)n2)cc1,-0.7%
O=C1CC(c2ccccc2)n2nc(NC(=O)c3cccnc3)nc2N1 (stereo unspecified),-1.6%
O=C(O)/C=C\C(=O)Nc1cccc2c1-c1ccccc1C2=O,-6.7%[5.75 µM]
CCCOc1ccc(N2C(=O)CC(N3CCC(C(=O)OCC)CC3)C2=O)cc1 (stereo unspecified),5.5%
Cc1ccccc1-c1nc(-c2cccnc2)no1,8.2%
Cc1ccc(S(=O)(=O)Nc2nc3ccccc3nc2NCc2ccco2)cc1,-2.2%
COc1ccc(S(=O)(=O)N(CCc2ccccc2)CC(=O)O)cc1OC,5.4%
COC(=O)CSc1nnc(-c2ccccc2O)n1-c1ccc(C)cc1,13.8%
C=CCn1c(SCn2nnc3ccccc3c2=O)nnc1-c1ccc(Cl)cc1,-3.0%
COc1ccc(OC)c(NC(=O)c2c(NC(=O)CNCc3ccco3)sc3c2CCC3)c1,-0.6%
CCOc1ccc(/C(O)=C2/C(=O)C(=O)N(CCCn3ccnc3)C2c2cccs2)cc1Cl (stereo unspecified),-3.4%
COc1ccc(OC)c(NC(=O)CN2CCN(C(=O)c3ccco3)CC2)c1,12.8%
O=C1N=c2ccccc2=C1c1sc(=S)n(CC2CCCO2)c1O (stereo unspecified),3.9%
COc1cc(OC)c(NC(=O)CS(=O)(=O)Cc2nc(-c3ccc(C)cc3)oc2C)cc1Cl,6.9%
CC(C)C[C@@H](CC(=O)N[C@@H](CCC(=O)O)CC(=O)O)NC(=O)[C@@H]1CCCC[C@H]1NC(=O)C[C@H](CCCN)NC(=O)C[C@H](Cc1c[nH]c2ccccc12)NC(=O)[C@@H]1CCCC[C@H]1N,10.9%
Cc1cc(C(=O)OCC(=O)NC2CCS(=O)(=O)C2)c(C)n1-c1ccccc1 (stereo unspecified),0.8%
CCOC(=O)NCc1ccc(S(=O)(=O)Nc2ccccc2C)cc1,-4.1%
CC(O)CNc1nc2c(c(=O)n(C)c(=O)n2C)n1C/C=C/c1ccccc1 (stereo unspecified),14.6%
